PI4K2A inh: qHTS for small molecular inhibitors of PI4K2A; purified PI4K2A, ADP-Glo luminescence, 1 h; hits give low values; Phosphatidylinositol 4-kinase type 2-alpha (Homo sapiens), Q9BTU6; hit rate 0.13% among 420,000; activity change, negative = inhibition, % at 76.9 µM; in the data active means activity change below about -50%; inconclusive means mostly about -30% to -49%;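 further: -100% = wells without enzyme as full effect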
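ADP-Glo luminescence measured ADP generated by PI4K2A enzyme (4 ug/mL before mixing) with 1.2 mM PI substrate (pre-mix) and 300 microM ATP (pre-mix). Tris pH7.5 buffer with MgCl2, Triton X-100; 1 h reaction at ambient temperature.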
GRP78 ERSR act: qHTS for Inducers of the Endoplasmic Reticulum Stress Response (ERSR) in Human Glioma: qHTS; hit rate 0.02% among 420,000; AID 602332, 2012; U87-MG GRP78 promoter luciferase reporter, 16 h; Potency, µM, inactives show top-dose activation, actives largely listed as activators; further: potency means the concentration at half of the fitted maximal effect; series mostly up to about 76 µM; % of control where 0% means no effect; nearly all actives have a fitted effect of over 35% in size
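ERSR induction read as luciferase luminescence (Bright-Glo, 10 min at room temperature) in stably transfected human U87-MG glioma cells exposed to compounds for 16 h, using GRP78 as sensor.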
TrxR1 substrate: qHTS Assay for Substrates of Mammalian Selenoprotein Thioredoxin Reductase 1 (TrxR1): qHTS; Thioredoxin reductase 1, cytoplasmic (Rattus norvegicus), O89049; purified TrxR1 substrate turnover, NADPH consumption readout; Potency, µM (top dose mostly 114 µM), for inactives: at the top dose activity change, negative = substrate turnover; hit rate 0.01% among 390,000; further: potency means the concentration at half of the fitted maximal effect; on the % scale 0 is the no-effect control and ±100 the full control effect; nearly all actives have a fitted effect of over 50% in size
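Rat TrxR1, dispensed at 90 nM, was prereduced with 400 uM NADPH (final) for 5 min at ~22 deg C, then incubated with compound 15 min before 400 uM selenite. A first-read NADPH fluorescence drop versus no-compound background flagged substrates.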
IDH1 R132H inh: qHTS for Inhibitors of mutant isocitrate dehydrogenase 1 (IDH1): qHTS. Potency, µM (highest dose often 76.6 µM), inactives show top-dose activity change, negative = inhibition, most hits filed as inhibitors. IDH1-R132H enzyme, NADPH consumption, diaphorase/resazurin fluorescence. Isocitrate dehydrogenase [NADP] cytoplasmic (Homo sapiens), O75874. hit rate 0.093% among 390,000; further: potency means the concentration at half of the fitted maximal effect; on the % scale 0 is the no-effect control and ±100 the full control effect; nearly all actives have a fitted effect of over 65% in size
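IDH1-R132H (0.5 ug/mL dispensed) in pH 7.5 Tris buffer was preincubated 30 min with compound, then given a substrate mix of 0.016 mM NADPH and 2 mM alpha-KG for 80 min at room temperature; remaining NADPH was read by diaphorase/resazurin fluorescence.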
LDHA inh: qHTS assay for inhibitors of human lactate dehydrogenase; hit rate 0.15% among 480,000; activity change, % (values are at about 110 or 230 µM); L-lactate dehydrogenase A chain (Homo sapiens), P00338; purified LDHA, NADH/diaphorase-resazurin fluorescence; hits give low values; in the data active means activity change below about -30%; inconclusive means mostly about -25% to -30%;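 further: plate controls were DMSO wells for no effect and wells without enzyme for full effect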
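Human LDH5 (2 nM) was incubated with 0.06 mM NADH and 0.2 mM pyruvate for 5 min at room temperature in Tris pH 7.4. Remaining NADH was coupled through diaphorase/resazurin, and resorufin fluorescence was read at 0 and 20 min.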
USP1-UAF1 inh: Inhibitors of USP1/UAF1: Primary Screen. recombinant USP1/UAF1, Ub-Rhodamine cleavage fluorescence. hit rate 0.23% among 390,000. Potency, µM (top dose mostly 57.1 µM), for inactives: at the top dose activity change, negative = inhibition, actives largely listed as inhibitors; further: potency means the concentration at half of the fitted maximal effect; on the % scale 0 is the no-effect control and ±100 the full control effect; nearly all actives have a fitted effect of over 60% in size; inactives centre near -12
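Step one: compound is pinned into 1nM USP1/UAF1 in HEPES pH 7.8 buffer with TCEP. Step two: 15 min room-temperature incubation. Step three: Ub-Rho (150nM final) starts cleavage, tracked by fluorescence over six one-minute reads.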
Vif-A3F inh: qHTS for Inhibitors of Vif-A3F Interactions: qHTS; Potency, µM (doses to about 46.1 µM), inactives show at the top dose activity, negative = active; HeLa A3F-eYFP + Vif (tagged APOBEC3F with the HIV-1 protein that degrades it), YFP fluorescence increase; hit rate 0.2% among 390,000; further: potency means the concentration at half of the fitted maximal effect; % of control where 0% means no effect; nearly all actives have a fitted effect of over 65% in size
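HeLa cells stably expressing Vif plus C-terminally eYFP-tagged A3F were seeded, incubated overnight at 37 deg C, dosed with compound, incubated overnight again at 37 deg C. Yellow fluorescence (Ex 488/Em 500-530) reported blocked Vif-mediated A3F-eYFP degradation.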
Vif-A3G inh: qHTS for Inhibitors of Vif-A3G Interactions: qHTS; hit rate 0.076% among 410,000; DNA dC->dU-editing enzyme APOBEC-3G (Homo sapiens), Q9HC16; HeLa A3G-eYFP + Vif (tagged APOBEC3G with the HIV-1 protein that degrades it), YFP fluorescence, overnight; Potency, µM (top dose mostly 46.1 µM), without a hit: top-dose activity, negative = active, actives largely listed as inhibitors; AID 602310, 2012;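 further: potency means the concentration at half of the fitted maximal effect; on the % scale 0 is the no-effect control and ±100 the full control effect; nearly all actives have a fitted effect of over 60% in size; hits raise eYFP signal because A3G escapes Vif-driven loss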
Target sequence (Q9HC16 whole entry, looked up): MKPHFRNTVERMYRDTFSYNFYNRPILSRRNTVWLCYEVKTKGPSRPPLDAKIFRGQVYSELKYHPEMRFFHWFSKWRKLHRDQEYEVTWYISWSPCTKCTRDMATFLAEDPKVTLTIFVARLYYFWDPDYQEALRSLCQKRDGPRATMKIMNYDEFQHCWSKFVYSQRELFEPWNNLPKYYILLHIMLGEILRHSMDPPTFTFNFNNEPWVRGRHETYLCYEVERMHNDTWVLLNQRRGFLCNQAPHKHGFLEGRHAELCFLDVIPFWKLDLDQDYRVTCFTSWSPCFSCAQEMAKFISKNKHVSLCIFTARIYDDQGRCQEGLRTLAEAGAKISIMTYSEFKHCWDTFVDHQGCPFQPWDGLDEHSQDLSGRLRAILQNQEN
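HeLa cells stably expressing Vif and C-terminally eYFP-tagged A3G, seeded overnight at 37 deg C, then exposed to compound by pintool overnight at 37 deg C. Rise in yellow fluorescence (Ex 488/Em 500-530, Acumen) marks blocked Vif-driven A3G degradation.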
RXFP1 ag: qHTS Assay for Agonists of the Relaxin Receptor RXFP1. Relaxin receptor 1 (Homo sapiens), Q9HBX9. HEK293T-RXFP1 cAMP TR-FRET, 30 min; response scale: percent of porcine relaxin response, buffer zero. Potency, µM (highest dose often 57.5 µM), without a hit: top-dose activation, usual class: activators. hit rate 0.3% among 370,000; further: potency means the concentration at half of the fitted maximal effect; on the % scale 0 is the no-effect control and ±100 the full control effect; nearly all actives have a fitted effect of over 60% in size; many of its hits are not listed in these tables
Target sequence (Q9HBX9 whole entry, looked up): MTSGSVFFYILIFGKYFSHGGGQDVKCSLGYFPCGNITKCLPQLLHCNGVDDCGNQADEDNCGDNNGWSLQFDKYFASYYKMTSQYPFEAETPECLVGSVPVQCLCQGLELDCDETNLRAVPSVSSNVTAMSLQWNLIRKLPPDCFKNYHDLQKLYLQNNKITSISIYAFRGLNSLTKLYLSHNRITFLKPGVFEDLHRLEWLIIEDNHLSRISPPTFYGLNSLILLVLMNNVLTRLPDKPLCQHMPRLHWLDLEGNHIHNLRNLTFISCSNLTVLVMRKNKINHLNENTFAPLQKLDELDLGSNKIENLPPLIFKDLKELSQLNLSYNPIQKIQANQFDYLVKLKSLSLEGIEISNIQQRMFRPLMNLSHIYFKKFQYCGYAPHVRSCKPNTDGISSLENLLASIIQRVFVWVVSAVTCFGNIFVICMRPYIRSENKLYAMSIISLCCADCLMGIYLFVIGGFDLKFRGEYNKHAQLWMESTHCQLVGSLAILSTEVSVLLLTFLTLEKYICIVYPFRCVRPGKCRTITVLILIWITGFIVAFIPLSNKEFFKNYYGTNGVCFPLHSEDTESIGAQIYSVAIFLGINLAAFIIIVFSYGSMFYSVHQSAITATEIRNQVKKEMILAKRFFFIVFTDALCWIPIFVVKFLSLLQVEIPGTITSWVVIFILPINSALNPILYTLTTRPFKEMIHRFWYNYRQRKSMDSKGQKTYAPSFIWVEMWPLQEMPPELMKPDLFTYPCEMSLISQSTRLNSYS
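Agonist response is measured as cAMP accumulation in an RXFP1-transfected HEK293T line under PDE4 inhibition. Values are scaled between buffer-only and 29 nM porcine relaxin, and EC50s come from standard Hill equation fits.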
* hit, by the source's call; [ ] = dose if it differs, or a comment. Unless noted, the call rests on the fitted dose curve; in most records, active means well fitted curve in the direction sought with a large enough effect; inconclusive means small, poorly fitted or top-dose-only effect, or another doubt; inactive means no such curve, though single readings can be large; an effect the other way counts as inactive or inconclusive. The list is partial, so the mix of outcomes need not match the whole.

For N#Cc1c(N)c2ccccn2c1C(=O)c1ccc(Br)cc1 the results were PI4K2A inh -4.8, GRP78 ERSR act 2.5%, TrxR1 substrate -9.0%, IDH1 R132H inh 9.1%, LDHA inh -3.0, USP1-UAF1 inh -2.8%, Vif-A3F inh -9.3%, Vif-A3G inh -7.2% and RXFP1 ag 2.5%.
`O=C(Nc1ccc(N2CCOCC2)cc1)c1cccc2c(-c3ccc(F)c(F)c3)coc12` gave PI4K2A inh -0.6, GRP78 ERSR act -2.4%, LDHA inh -9.2 and Vif-A3G inh -3.4%.
CCCn1c2ccccc2c2cnn(CC(=O)NCCc3ccc(OCC)c(OCC)c3)c(=O)c21 was read as PI4K2A inh 3.6, GRP78 ERSR act 1.3%, TrxR1 substrate 6.2%, IDH1 R132H inh -16.3%, LDHA inh -3.3, USP1-UAF1 inh 1.2%, Vif-A3F inh 8.5%, Vif-A3G inh -0.8% and RXFP1 ag 11.0%.
O=C(/C(=C(\O)c1ccccc1)c1ncc[nH]1)c1ccccc1 was read as PI4K2A inh -0.8, GRP78 ERSR act -2.6%, TrxR1 substrate 2.5%[11.4 µM], IDH1 R132H inh 1.3%, LDHA inh -2.5, USP1-UAF1 inh -11.5%, Vif-A3F inh 22.9%, Vif-A3G inh 0.7% and RXFP1 ag 0.2%.
Screening COc1ccc(NC(=O)c2ccccc2SC)cc1 returned PI4K2A inh -0.7, GRP78 ERSR act 8.8%, TrxR1 substrate -4.1%, IDH1 R132H inh 8.0%, LDHA inh 1.2, USP1-UAF1 inh -27.6%, Vif-A3F inh 4.1%, Vif-A3G inh -10.4% and RXFP1 ag 0.3%.
Screening COc1cccc(C(c2c(NC(=O)c3ccco3)sc(C)c2C)N2CCOCC2)c1 (stereo not drawn) returned PI4K2A inh -2.5, GRP78 ERSR act 1.3%, TrxR1 substrate 8.6%, IDH1 R132H inh 4.5%, LDHA inh 0.2, USP1-UAF1 inh -23.7%, Vif-A3F inh 3.6%, Vif-A3G inh -5.7% and RXFP1 ag 3.1%.
CCN1CCN(c2c(Cl)cccc2NC(=O)c2cccs2)CC1 was read as PI4K2A inh 3.5, GRP78 ERSR act 8.9%, TrxR1 substrate 0.7%, IDH1 R132H inh 8.6%, LDHA inh -0.5, USP1-UAF1 inh -19.7%, Vif-A3F inh -0.5%, Vif-A3G inh -3.1% and RXFP1 ag 0.3%.
CCN(CC(=O)NCc1ccc(Cl)cc1)C(=O)CCOc1ccccc1C was read as PI4K2A inh -7.4, GRP78 ERSR act -4.7%, TrxR1 substrate -2.6%, IDH1 R132H inh 2.3%, LDHA inh -5.7, USP1-UAF1 inh -1.8%, Vif-A3F inh -3.9%, Vif-A3G inh -4.0% and RXFP1 ag -0.4%.
`O=C(N1CCOCC1)N1CCN(c2nc(-c3ccccc3)cs2)CC1` gave PI4K2A inh 6.1, GRP78 ERSR act 7.9%, TrxR1 substrate -1.4%, IDH1 R132H inh -0.6%, LDHA inh -0.5, USP1-UAF1 inh -17.4%, Vif-A3F inh 1.5%, Vif-A3G inh -1.4% and RXFP1 ag 0.3%.
For Cc1ccc(C2C=C(c3ccccc3)Nc3ncnn32)cc1 (stereo not drawn) the results were PI4K2A inh -3.7, GRP78 ERSR act -3.4%, TrxR1 substrate 21.8%, IDH1 R132H inh -3.4%, LDHA inh -12.2, USP1-UAF1 inh 8.5%, Vif-A3F inh 0.2% and Vif-A3G inh -10.6%.
CCc1ccc(-n2ccc(=O)c(C(=O)O)n2)cc1 was read as PI4K2A inh 4.9, GRP78 ERSR act -4.4%, TrxR1 substrate -9.5%, IDH1 R132H inh -1.8%, LDHA inh -10.1, USP1-UAF1 inh -14.5%, Vif-A3F inh 6.4%, Vif-A3G inh -2.0% and RXFP1 ag 1.6%.
CCc1ccc(NC(=O)c2ccc(-n3cncn3)c([N+](=O)[O-])c2)cc1 was read as PI4K2A inh 0.1, GRP78 ERSR act -0.6%, TrxR1 substrate -7.7%, IDH1 R132H inh 15.7%, LDHA inh -3.9, USP1-UAF1 inh -20.6%, Vif-A3F inh 5.6%, Vif-A3G inh 1.7% and RXFP1 ag 1.6%.
Screening COc1ccc(C(=O)N2CCN(c3nc4ccccc4o3)CC2)cc1OC returned PI4K2A inh 0.4, GRP78 ERSR act 0.9%, TrxR1 substrate 9.9%[57.1 µM], IDH1 R132H inh 0.8%, LDHA inh -7.2, USP1-UAF1 inh -20.0%, Vif-A3F inh -0.3%, Vif-A3G inh 2.6% and RXFP1 ag 0.2%.
`Cc1ccc(CCNC(=O)C2CCCN(S(=O)(=O)c3c(C)nn(C)c3C)C2)cc1` (stereo not drawn) gave PI4K2A inh -2.3, GRP78 ERSR act -3.9%, TrxR1 substrate 5.4%, IDH1 R132H inh 15.0%, LDHA inh -0.9, USP1-UAF1 inh inconclusive, Vif-A3F inh -5.9%, Vif-A3G inh -2.3% and RXFP1 ag -1.6%.
O=C(NCc1cccc(OC(F)(F)F)c1)c1cccc2c1C(=O)c1ccc(-c3ccc(F)cc3OCc3ccccc3)cc1S2(=O)=O was read as PI4K2A inh 8.3, GRP78 ERSR act -3.0%, TrxR1 substrate -11.8%, IDH1 R132H inh 3.1%, LDHA inh -2.2, USP1-UAF1 inh -21.6%, Vif-A3F inh 2.5% and Vif-A3G inh -5.5%.
Screening O=C1N[C@@H](Cc2ccccc2)C(=O)N2[C@H]1C[C@]1([C@]34C[C@H]5C(=O)N[C@@H](Cc6ccccc6)C(=O)N5[C@H]3N(S(=O)(=O)c3ccccc3)c3ccccc34)c3ccccc3N(S(=O)(=O)c3ccccc3)[C@H]21 returned PI4K2A inh -1.6, GRP78 ERSR act -1.3%, TrxR1 substrate 7.7%[57.1 µM], IDH1 R132H inh -7.3%, LDHA inh -13.2, USP1-UAF1 inh -23.5%, Vif-A3F inh -3.4%, Vif-A3G inh -3.0% and RXFP1 ag 1.1%.
CCC(=O)Nc1ccc(NC(=O)c2ccc3c(c2)OCO3)cc1 was read as PI4K2A inh -2.3, GRP78 ERSR act -6.5%, TrxR1 substrate -2.3%, IDH1 R132H inh -0.2%, LDHA inh -5.1, USP1-UAF1 inh -7.8%, Vif-A3F inh -16.2%, Vif-A3G inh 1.9% and RXFP1 ag -0.9%.
Screening COc1ccc(C(=O)NCC(=O)N2CCCCC2)cc1OC returned PI4K2A inh -0.6, GRP78 ERSR act 1.2%, TrxR1 substrate -4.2%, IDH1 R132H inh -9.6%, LDHA inh -9.8, USP1-UAF1 inh -3.8%, Vif-A3F inh -0.3%, Vif-A3G inh 1.3% and RXFP1 ag 2.2%.
`NC(c1ccc(F)c(F)c1)c1nc(-c2cc(F)cc(F)c2)cs1` (stereo not drawn) gave PI4K2A inh 2.3, GRP78 ERSR act -2.9%, LDHA inh -8.1 and Vif-A3G inh -4.3%.
`CCCc1cc(=O)oc2cc(Oc3ncccn3)ccc12` gave PI4K2A inh -4.7, GRP78 ERSR act -4.3%, TrxR1 substrate 28.1%, IDH1 R132H inh 4.6%, LDHA inh 1.6, USP1-UAF1 inh -23.1%, Vif-A3F inh -0.5%, Vif-A3G inh 1.3% and RXFP1 ag -1.0%.
For COc1ccc(C(C)=O)cc1CSc1nc2ccccc2c(=O)n1-c1ccccc1C the results were PI4K2A inh 4.4, GRP78 ERSR act -4.4%, TrxR1 substrate -3.7%, IDH1 R132H inh 8.6%, LDHA inh 1.3, USP1-UAF1 inh -13.6%, Vif-A3F inh -0.8%, Vif-A3G inh -5.1% and RXFP1 ag 0.8%.
For CCN(CC)/C(N)=N/c1nc(C)cc(C)n1 the results were PI4K2A inh -4.1, GRP78 ERSR act -2.8%, TrxR1 substrate 9.4%, IDH1 R132H inh 8.5%, LDHA inh -8.8, USP1-UAF1 inh -13.3%, Vif-A3F inh 0.5%, Vif-A3G inh 0.5% and RXFP1 ag 1.5%.
For Cc1noc(NC(=O)c2ccccc2)c1C#N the results were PI4K2A inh -3.8, GRP78 ERSR act 1.4%, TrxR1 substrate 4.1%[57.1 µM], IDH1 R132H inh 0.8%, LDHA inh 1.0, USP1-UAF1 inh -18.2%, Vif-A3F inh -9.4%, Vif-A3G inh -2.1% and RXFP1 ag -0.1%.
`CC1(C)CCC/C(=C\c2ccccc2)C1=O` gave PI4K2A inh 6.7, GRP78 ERSR act 9.6%, TrxR1 substrate -5.5%, IDH1 R132H inh 6.1%, LDHA inh 0.1, USP1-UAF1 inh inconclusive, Vif-A3F inh -3.4%, Vif-A3G inh 1.9% and RXFP1 ag -1.4%.
`Cc1ccc(S(=O)(=O)Cn2nnnc2C(CC(C)C)N2CCC(C(N)=O)CC2)cc1` (stereo not drawn) gave PI4K2A inh 1.2, GRP78 ERSR act -5.8%, TrxR1 substrate 5.3%[57.1 µM], IDH1 R132H inh 10.1%, LDHA inh -2.1, USP1-UAF1 inh 0.2%, Vif-A3F inh -4.8%, Vif-A3G inh 1.0% and RXFP1 ag -1.9%.
